Screening results (PubChem BioAssay)
PPARg SRC-3 ag – PPARgamma-driven SRC-3 recruitment agonism | AID 731 | biochemical PPARgamma/SRC-3 coactivator recruitment assay | P37231 | activation, % at 8 µM | hit rate 0.26% among 200,000; in the data active = activation above about 23%;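 also: 0% = DMSO and 100% = reference agonist; some compounds past the cut are filed as inactive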
PMI act – activators of human phosphomannose isomerase; P34949; purified human PMI, coupled resazurin fluorescence, 20 min; hits give high values; 1 = vehicle control, 0 substrate-free wells; activation factor at 20 µM; hit rate 0.005% among 190,000; AID 1214;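 active = activation factor of 2 or more at 20 µM, relative to plate controls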
Target sequence (P34949 whole entry, looked up): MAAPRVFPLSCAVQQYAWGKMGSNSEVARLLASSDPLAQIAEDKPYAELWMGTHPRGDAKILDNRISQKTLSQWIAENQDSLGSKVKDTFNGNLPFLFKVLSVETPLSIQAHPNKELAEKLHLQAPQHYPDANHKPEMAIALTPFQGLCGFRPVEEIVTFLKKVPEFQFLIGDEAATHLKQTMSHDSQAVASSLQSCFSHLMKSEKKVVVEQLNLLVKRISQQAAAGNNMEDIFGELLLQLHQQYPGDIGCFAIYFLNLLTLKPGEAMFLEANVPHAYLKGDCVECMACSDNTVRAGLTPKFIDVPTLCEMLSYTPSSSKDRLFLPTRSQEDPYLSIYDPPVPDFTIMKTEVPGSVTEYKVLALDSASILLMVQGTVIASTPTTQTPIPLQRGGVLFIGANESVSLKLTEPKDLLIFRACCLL
PPARg SRC-1 ag – promotes SRC-1 coactivator recruitment by human PPARgamma | activation, % at 8 µM | hit rate 0.41% among 200,000 | AID 631 | PPARgamma-SRC-1 coactivator recruitment biochemical assay | P37231; in the data active = activation above about 19%;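 also: 0% = DMSO and 100% = reference agonist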
PMI act hi M6P – activators of human phosphomannose isomerase at near-saturating mannose 6-phosphate | P34949 | coupled PMI enzyme assay, resazurin fluorescence, 20 min; hits give high values; 1 = untreated enzyme, 0 = substrate-free blank | activation factor at 20 µM | hit rate 0.34% among 190,000 | AID 1216;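 active = activation factor of 2 or more at 20 µM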
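Material: human phosphomannose isomerase with PGI, G6PDH, diaphorase coupling enzymes / Reagent: Man-6-P substrate 1.0 mM / Dosing: single compound dose of 20 µM, 1% DMSO final / Incubation: enzyme reaction with compound 20 min at room temperature / Signal: resorufin fluorescence (Ex 544/Em 590 nm) from resazurin via diaphorase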
TR-FRET SRC-2 ct – counter-screen for PPARgamma SRC-2 recruitment agonists: TR-FRET artefact; TR-FRET ratio at 8 µM; hit rate 0.4% among 200,000; AID 1049; hits give high values; in the data active = TR-FRET ratio above about 2000; also: inactives centre near 1500
Diaphorase inh – inhibits diaphorase or chemically oxidizes, flagging diaphorase assay artifacts. AID 1217. inhibition, % at 20 µM. hit rate 0.69% among 190,000. diaphorase resazurin-to-resorufin fluorescence, NADH, 16 min; bacterial (C. kluyveri) enzyme, not human;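 active = primary screen inhibition at 20 µM above a set limit, cut at about 50% in these data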;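 also: plate controls were DMSO with full reaction for no effect and wells lacking NADH for full effect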
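Benchmarks: positive control wells lacking NADH, neutral wells with DMSO only. System: bacterial diaphorase enzyme (C. kluyveri). Input: 0.14 U/mL diaphorase, enzyme working solution. Detection: resorufin fluorescence, excitation 544 nm, emission 590 nm. Times: 16-min room-temperature incubation before reading.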
PPARg SRC-2 ag – agonists of SRC-2 recruitment by human PPARgamma; P37231; PPARgamma LBD-SRC-2 recruitment, biochemical; activation, % at 8 µM; hit rate 0.34% among 200,000; AID 1032; in the data active = activation above about 22%;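 also: 0% = vehicle and 100% = reference agonist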
G6PDH CS – counter-screen for G6PDH assay hits: L. mesenteroides G6PDH inhibition; Purified L. mesenteroides G6PDH, diaphorase/resazurin coupled fluorescence, 45 min; hit rate 0.12% among 200,000; AID 1020; inhibition, % at 5 µM; in the data active = inhibition above about 50%
S1P3 antag – antagonists of human S1P3 receptor; hit rate 0.27% among 170,000; CHO S1P3 NFAT-BLA reporter, FRET fluorescence, antagonist mode; inhibition, % at 4.98 µM;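 active = inhibition above the plate cutoff, the mean inhibition of test wells on that plate plus 3 SD, cut at about 28% in these data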;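 also: cells challenged with S1P at its EC80 of 0.8 µM; blue over green emission ratio from cleaved BLA substrate after 4 h stimulation; 0% = S1P-stimulated wells and 100% = unstimulated DMSO-only wells; some compounds past the cut are filed as inactive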
Target sequence (Q99500 whole entry, looked up): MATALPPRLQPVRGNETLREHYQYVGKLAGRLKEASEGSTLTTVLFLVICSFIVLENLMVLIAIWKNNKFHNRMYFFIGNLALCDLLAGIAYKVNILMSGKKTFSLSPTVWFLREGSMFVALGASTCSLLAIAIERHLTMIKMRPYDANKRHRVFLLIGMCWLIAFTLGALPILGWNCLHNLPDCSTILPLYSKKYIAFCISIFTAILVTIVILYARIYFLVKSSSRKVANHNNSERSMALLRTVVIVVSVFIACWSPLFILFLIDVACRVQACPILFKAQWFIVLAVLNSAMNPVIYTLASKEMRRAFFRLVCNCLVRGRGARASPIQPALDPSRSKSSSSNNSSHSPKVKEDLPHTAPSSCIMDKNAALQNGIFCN
Diaph act CS – counter-screen for diaphorase-based assays: diaphorase activators and chemical reducers | Diaphorase/resazurin coupled assay, resorufin fluorescence, 16 min; hits give high values; 1 = vehicle wells, 0 = NADH-free wells | activation factor at 20 µM | hit rate 0.005% among 190,000 | AID 1229;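 active = diaphorase activity raised at least twofold by the compound at 20 µM; inactive = activation factor below 2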
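System – purified diaphorase enzyme from Clostridium kluyveri · Input – enzyme 0.07 U/mL final · Also added – final NADH 0.114 mM, resazurin 0.1 mM · Measured by – fluorescence of resorufin, 544 nm excitation, 590 nm emission · Timing – 16 min enzyme reaction, ambient temperature · Measure – resorufin increase flagging diaphorase activators or reducers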
ROMK mod – modulators of human ROMK potassium channel; P48048; Tet-inducible ROMK, thallium flux fluorescence; actives lie on both sides; B-score at 10 µM; hit rate 2% among 130,000; AID 1918;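 active = signal ratio slope over the read window, or its plate-corrected B-score, at least 3 SD from the plate mean, either direction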;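 also: B-score of the F/F0 ratio slope over 7 to 12 s after thallium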
The depositor's hits bear a star; x = no result given.

SMILES	PPARg SRC-3 ag	PMI act	PPARg SRC-1 ag	PMI act hi M6P	TR-FRET SRC-2 ct	Diaphorase inh	PPARg SRC-2 ag	G6PDH CS	S1P3 antag	Diaph act CS	ROMK mod
C(=N/N1CCN(c2ccccc2)CC1)/c1cccs1	3	0.9	1	0.9	1685	7	8	-21	x	0.9	x
c1ccc(Nc2nc(-c3ccncc3)cs2)cc1	12	0.9	-3	0.9	1486	9	0	4	x	0.9	x
Cc1cccc(-n2c3nc(=O)[nH]c(=O)c-3cc3c(C)nn(-c4ccccc4)c32)c1C	-3	0.9	1	1	1547	18	-2	2	-14	0.8	x
O=S(=O)(N=S(N1CCCCC1)N1CCCCC1)c1ccccc1	13	1	7	1	1620	-2	1	6	6	1	x
Cc1cc2nc(SCC(=O)O)nc(C)c2cc1C	4	1	11	1.1	1508	4	3	1	-22	1	x
COc1ccc(NC(=O)Cn2cccc2)c(OC)c1	-11	1.1	-1	1	1393	74*	-4	3	9	0.3	0.65
C=CCN1C(=O)c2ccc(C(=O)OCC(=O)N(C)C3CCCCC3)cc2C1=O	1	1.2	2	1.1	1398	4	-4	1	4	1	-0.8
O=C(COC(=O)c1cnc(Cl)c(Cl)c1)NCCC1=CCCCC1	4	1	3	1	1665	4	-2	2	33*	1	1.6
O=C(CN1CCCC1=O)NC1C2CC3CC(C2)CC1C3 (centres undefined)	-4	1.1	3	1.1	1372	8	0	8	-12	0.9	x
Cc1cc(Cl)ccc1OCC(=O)NNC(=O)c1cnccn1	5	0.8	-8	0.7	1501	37	7	7	-14	0.6	0.089
C[n+]1ccccc1C1CCCC/C1=N\NC(N)=S (centres undefined)	1	0.4	4	1.1	1580	2	14	2	-29	1	-0.074
CCOC(=O)Cn1nnc(-c2ccc(SC)cc2)n1	-7	0.9	-2	0.9	1389	13	2	-8	-13	0.9	0.46
CS(=O)(=O)N(Cc1ccccc1)c1ccc(C(=O)Nc2cccnc2)cc1	2	1.1	2	1.1	1454	8	10	4	x	0.9	-0.22
CC(=O)Nc1cccc(NC(=O)c2ccc(Br)cc2)c1	5	1.2	5	1.1	1631	-18	-7	5	-20	1.2	-0.29
Oc1c(N=NC(=S)Nc2ccccc2F)c2ccccc2n1Cc1ccc(Cl)cc1	0	1	2	1	1577	2	-10	0	-14	1	0.71
CCCCCCOC1(c2ccccc2)OC(=O)c2ccccc21 (centres undefined)	2	0.8	2	0.9	1462	23	4	2	x	0.8	-1.3
O=C(NCCNc1ccc([N+](=O)[O-])cc1C(F)(F)F)c1ccccc1	0	1	-6	1	1315	-2	-12	5	7	1	x
Cc1cccc(Cn2c(NCCO)nc3c2c(=O)n(C)c(=O)n3C)c1	-12	1	0	1	1299	0	-9	8	-7	1	-0.26
Cn1c(=O)[nH]c(=O)c2c1nc(CN1CCN(Cc3ccccc3)CC1)n2CC(N)=O	-1	0.9	-4	0.9	1410	11	0	-6	14	0.9	x
CCCCNC(=S)N(Cc1ccco1)Cc1cc2cc3c(cc2[nH]c1=O)OCCO3	3	0.8	1	0.9	1712	22	0	-26	10	0.8	0.85
Cc1nn(C)cc1[C@@H]1C[C@H]2CN(Cc3cccc(Cl)c3)C(=O)[C@]23CCCN13	1	1	1	1	1501	3	-2	8	8	1	-0.8
Cc1cccc(Nc2ccncc2S(=O)(=O)NC(=O)NC(C)C)c1	-5	1	-3	1.1	1473	29	-4	9	-2	0.7	x
COc1ccccc1NC(=O)c1cc([N+](=O)[O-])ccc1NCCN1C(=O)CCC1=O	7	0.9	4	0.9	1690	19	5	8	-5	0.8	0.023
COc1cccc(-c2nn3c(-c4ccccn4)nnc3s2)c1	7	1	5	1.1	1510	-6	-3	3	x	1.1	-0.13
COc1ccc([N+](=O)[O-])cc1N(CC(=O)N(C)C)S(C)(=O)=O	7	0.9	6	1	1630	21	14	16	-15	0.8	0.58
CCN1C(=O)S/C(=C/c2c(OCc3ccc(C(=O)O)cc3)ccc3ccccc23)C1=O	-3	0.9	-1	0.9	1462	11	-1	-2	-8	0.9	3.9*
Nc1nonc1N/N=C/c1c(O)ccc2ccccc12	3	0.9	8	0.7	1532	27	4	14	-7	0.7	-0.098
COCCn1c(SCC(=O)NC(=O)NCc2ccccc2)nc2ccccc21	9	0.8	4	0.9	1324	14	-4	4	-8	0.9	0.57
CCN(CC)c1nc(SCCOC(=O)Nc2ccccc2)nc(N(CC)CC)n1	0	0.9	5	0.8	1580	27	7	4	x	0.7	0.91
Cc1ccn2cc(C(=O)Nc3ccccc3N3CCOCC3)nc2c1	2	0.9	6	0.8	1530	15	0	8	-4	0.9	-0.21
CCCOC(=O)C1[C@H]2C(=O)N(C(C)c3ccc(OC)cc3)C[C@]23C=C[C@H]1O3 (some centres undefined)	3	1	-1	1	1428	7	-4	0	-22	0.9	1.9
COc1ccc(C(C)=O)cc1CSc1nc2ccccc2c(=O)n1-c1ccccc1	-4	0.9	6	1	1517	-7	2	-7	-21	1.1	x
O=C1CC(CC(=O)N/N=C/c2ccccc2[N+](=O)[O-])=NN1	9	1.1	5	1	1708	9	17	3	-2	0.9	0.87
COc1ccc(C2c3ccc4ccccc4c3Oc3ncn(CCN4CCOCC4)c(=N)c32)cc1 (centres undefined)	1	1.1	8	1	1334	1	0	-4	x	1	x
CCSCCC(NC1=CC(=O)CC(C)(C)C1)C(=O)O (centres undefined)	-9	1	4	1	1634	2	10	-7	-20	1	0.67
NS(=O)(=O)c1ccc(Nc2nc(-c3ccc(F)cc3)cs2)cc1	2	0.8	-8	0.8	1472	18	11	2	-2	0.8	x
O=c1c2ccccc2nc(COc2ccccc2)n1/N=C/c1cn[nH]c1-c1ccccc1	4	0.9	4	1	1416	23	10	-7	-7	0.8	-0.035
O=C(CSCC(=O)N1CCCCC1)Nc1nc(-c2cccs2)cs1	-7	1	3	0.9	1401	25	-5	8	-10	0.8	x
CC(C)c1ccc(-c2nc(N3CCCC3)nc3n[nH]c(N)c23)cc1	-3	1	-4	1	1461	-4	4	-47	x	1	-0.4
COc1ccc(Cl)cc1N(CC(=O)Nc1ccccc1SC)S(C)(=O)=O	0	0.9	-4	1	1397	8	6	1	-14	0.9	-0.38
COc1ccc(NC(=O)c2ccccc2-c2ccccc2)cc1	-3	1.1	-5	1	1375	10	-1	3	-12	0.9	x
C=CCN1C(=O)C(Cc2cccc(C)c2)SC1=Nc1ccc(C(=O)O)cc1 (centres undefined)	-9	1	5	1	1487	0	-1	-14	x	1	x
CCCN(CCC)c1nc(C#N)nc(N(CCC)CCC)n1	-2	0.9	-10	0.9	1286	14	-8	9	-12	0.9	x
CCC(C)c1ccc(NC(=S)NN2CCOCC2)cc1 (centres undefined)	-4	0.9	-6	0.9	1509	0	-2	21	-8	1	x
CSc1nc(C)cc(OCC(=O)N/N=C/c2ccccc2O)n1	1	0.9	-1	1	1708	8	0	5	-18	0.9	2.9*
Fc1ccccc1CSc1nnc(Cn2cnc3ccccc32)n1-c1ccccc1	-4	1	2	1	1569	-2	6	-4	-6	1	-0.63
CCOc1ccc(N(CC(=O)NCc2ccc(OC)cc2)S(=O)(=O)c2c(C)noc2C)cc1	-6	1.1	8	1.1	1449	-2	-4	10	-16	1	0.77
CCn1ccnc1CN(C)C(=O)CCc1nnc(CCC2CCCCC2)o1	-2	1.1	1	1.1	1615	3	4	6	5	1	0.53
CCN(C(=O)c1ccc(NC(C)=O)cc1)c1ccccc1C	-7	1	-3	1	1430	-6	-5	4	x	1.1	x
CCN(CC)S(=O)(=O)c1ccc2oc(Nc3ccc4c(c3)OCCO4)nc2c1	-2	0.9	-2	1	1378	15	0	6	x	0.9	-0.69
CCn1c(C)nc2cc(C(=O)NNC(=S)NC(=O)c3ccccc3)ccc21	6	1.1	-6	1.2	1610	55*	-1	-4	-6	0.5	-0.02
COc1cccc(C(=O)Nc2c3c(nn2-c2cccc(C)c2C)CS(=O)C3)c1OC (centres undefined)	-10	0.9	0	0.9	1622	14	9	4	-2	0.9	x
CSc1nc2nccc(-c3ccc(-c4ccccc4)cc3)n2n1	5	0.9	-1	0.9	1520	14	9	-2	x	0.9	1.3
Cc1cc2ncn(CCCCOc3ccccc3)c2cc1C	4	1	5	1	1670	7	6	-2	x	0.9	-0.75
COc1ccc(C(=O)N2CC3(CC(c4ccc(Cl)cc4)=NO3)C[C@H]2C(=O)NCC(N)=O)cc1 (some centres undefined)	5	1	9	0.9	1689	7	8	2	x	0.9	0.54
CCOc1ccc2c(c1)C(=NNC(=O)c1ccncc1)c1cc(OCC)ccc1-2	1	0.8	-7	0.8	1506	15	4	-34	-14	0.9	1.2
O=C(CCc1n[nH]c(=O)[nH]c1=O)N1CCOCC1	0	0.9	-2	0.9	1822	17	-4	-2	-31	0.8	x
COc1ccc(-c2nnc3n2-c2ccccc2SC3)cc1OC	17	1	8	0.9	1548	15	3	9	15	0.9	0.032
Cc1nonc1OCCNCCNc1ccccc1[N+](=O)[O-]	2	1	2	1	1605	2	10	-2	4	1	-0.3
CCC(OC(=O)c1nsc(Cl)c1Cl)C(=O)NCc1ccco1 (centres undefined)	4	1	1	1.1	1534	2	-1	16	1	1	-0.16
CCC(=O)NC(O)C(=O)c1ccc(C)cc1 (centres undefined)	7	1	7	0.9	1592	14	2	2	x	0.9	0.034
Cc1ccc(C2=CSC3=NCCN23)c(C)c1	5	1.3	1	1.2	1582	2	12	3	14	1	-0.76

An excerpt of these results, bar-delimited.
molecule | PPARg SRC-3 ag | PMI act | PPARg SRC-1 ag | PMI act hi M6P | TR-FRET SRC-2 ct | Diaphorase inh | PPARg SRC-2 ag | G6PDH CS | S1P3 antag | Diaph act CS | ROMK mod
CSc1nc(C)cc(OCC(=O)N/N=C/c2ccccc2O)n1 | 1 | 0.9 | -1 | 1 | 1708 | 8 | 0 | 5 | -18 | 0.9 | 2.9*
Fc1ccccc1CSc1nnc(Cn2cnc3ccccc32)n1-c1ccccc1 | -4 | 1 | 2 | 1 | 1569 | -2 | 6 | -4 | -6 | 1 | -0.63
CCOc1ccc(N(CC(=O)NCc2ccc(OC)cc2)S(=O)(=O)c2c(C)noc2C)cc1 | -6 | 1.1 | 8 | 1.1 | 1449 | -2 | -4 | 10 | -16 | 1 | 0.77
CCn1ccnc1CN(C)C(=O)CCc1nnc(CCC2CCCCC2)o1 | -2 | 1.1 | 1 | 1.1 | 1615 | 3 | 4 | 6 | 5 | 1 | 0.53
